Screening results: PubChem BioAssay, several laboratories
E-sel TNF inh – TNF alpha driven E-selectin expression inhibition. HUVEC TNFa-induced E-selectin immunofluorescence, high content. inhibition, % at 2 µM. actives 0.71% (n = 120,000);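 active means inhibition above the batch mean plus 3 SD, and confirmed as a hit on visual image review, cut at about 43% in these data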;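 further: 0% = TNF-stimulated DMSO wells and 100% = unstimulated control wells; not every result past the cut was called active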
Yeast lifespan up – extends the lifespan of yeast | S. cerevisiae growth with nicotinamide, OD615; deaD strain in restrictive glucose medium | inhibition of the nicotinamide effect, % at 10 µM | actives 0.68% (n = 130,000) | AID 775;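 active means inhibition above a set limit, placed 3 SD over the median of all compounds, cut at about 26% in these data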;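 further: 0% = nicotinamide-treated wells and 100% = cells grown without nicotinamide; some compounds called inactive have numbers as strong as hits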
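assay system = DeaD-strain S. cerevisiae | measured by = absorbance at 615 nm | probe or stimulus = nicotinamide 1.5 mM | buffer or medium = CSMM-D glucose medium, restrictive | times = 48 h at 30 °C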
GALR2 antag – antagonists of human galanin receptor 2 (GALR2). O43603. GALR2-expressing cells, antagonist mode. inhibition, % at 4 µM. actives 0.39% (n = 140,000); in the data active means inhibition above about 27%;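 further: cells stimulated with galanin 1-16 at roughly its EC80; 0% = agonist challenge control and 100% = basal control without agonist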
Target sequence (O43603 whole entry, looked up): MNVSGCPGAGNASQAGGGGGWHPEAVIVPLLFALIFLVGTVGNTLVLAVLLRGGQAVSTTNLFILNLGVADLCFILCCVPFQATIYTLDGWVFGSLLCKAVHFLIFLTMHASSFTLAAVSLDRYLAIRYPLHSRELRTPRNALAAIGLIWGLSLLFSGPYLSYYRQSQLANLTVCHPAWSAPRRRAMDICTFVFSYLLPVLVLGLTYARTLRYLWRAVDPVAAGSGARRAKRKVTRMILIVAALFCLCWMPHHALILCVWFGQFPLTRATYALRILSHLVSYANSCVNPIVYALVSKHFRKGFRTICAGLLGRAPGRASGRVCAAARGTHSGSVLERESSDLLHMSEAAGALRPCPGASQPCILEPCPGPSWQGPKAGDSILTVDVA
BB579 growth dn – yeast BB579 growth reduction in restrictive medium | inhibition, % at 10 µM | actives 0.51% (n = 140,000) | S. cerevisiae BB579 growth, OD615, 48 h;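 active means inhibition above a set limit, 3 SD over the mean compound inhibition, cut at about 44% in these data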; further: inactives centre near -24
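Detection: OD615 turbidity measurement; Material: Saccharomyces cerevisiae DeaD strain BB579, replicative lifespan model yeast; Timing: 48 h exposure, 30 °C; Doses: single 10 µM dose; Medium: CSMM-D restrictive synthetic medium containing dextrose (glucose); Controls: amphotericin B at 10 µg/mL as positive control.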
Measles CPE – protection of cells from measles virus; Measles virus-infected cells, CPE protection, absorbance; protection (pct of control), % at 4 µM; actives 1.5% (n = 140,000); in the data active means protection mostly above about 24%, no sharp cut-off; inactive means mostly below about 26%; further: some compounds called inactive have numbers as strong as hits
MRP-1 activ – activators of MRP-1 | viability increase, % at 10 µM | actives 0.61% (n = 140,000) | AID 799 | H69AR cells + doxorubicin, viability rescue, CellTiter-Glo;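 active means viability gain under doxorubicin at or above a set limit, the compound median plus 3 SD, cut at about 4.7% in these data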;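 further: MRP-1 overexpressing cells given doxorubicin 25 µM after compound pretreatment; 18-22 h compound pretreatment then 72 h with doxorubicin before readout; 0% = doxorubicin-only wells and 100% = vehicle-treated cells without doxorubicin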
NPY-Y2 antag – NPY-Y2 (human) receptor antagonism | NPY-Y2 expressing cells, antagonist mode | inhibition, % at 2.7 µM | actives 0.99% (n = 140,000); in the data active means inhibition above about 17%;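 further: 0% = vehicle with agonist challenge and 100% = reference antagonist with challenge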
Target sequence (P49146 whole entry, looked up): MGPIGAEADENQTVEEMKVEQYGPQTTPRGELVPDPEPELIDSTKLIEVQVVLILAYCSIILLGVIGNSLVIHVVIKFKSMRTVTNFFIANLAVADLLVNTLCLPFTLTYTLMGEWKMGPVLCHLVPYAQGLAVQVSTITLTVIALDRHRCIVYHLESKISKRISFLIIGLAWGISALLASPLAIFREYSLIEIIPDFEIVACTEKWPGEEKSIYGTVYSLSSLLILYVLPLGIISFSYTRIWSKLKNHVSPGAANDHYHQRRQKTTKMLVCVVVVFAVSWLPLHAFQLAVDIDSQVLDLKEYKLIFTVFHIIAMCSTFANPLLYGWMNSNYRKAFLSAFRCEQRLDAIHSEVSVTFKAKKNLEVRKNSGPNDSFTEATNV
HCT116 PTEN-null – PTEN-deleted cell growth suppression; HCT116 PTEN-null viability, CellTiter-Glo, 60 h; hits give low values; viability, % at 10 µM; actives 1.2% (n = 140,000);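 active means viability at or below a set limit, 4 SD under the median of all tested compounds, cut at about 3.7% in these data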;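 further: PTEN knockout HCT116 line with beta catenin targeted HCT116 as companion control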
bCat KO growth – beta-catenin-lacking colon tumor cell growth suppression. HCT116 beta-catenin knockout viability, CellTiter-Glo, 60 h; hits give low values. viability, % at 10 µM. actives 1.5% (n = 140,000);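 active means viability at or under a set limit, the compound median less 4 SD, cut at about 6% in these data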;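 further: 0% = Hyamine 1622 control at 20 µM and 100% = untreated cell control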
Phagocyt inh – inhibitors of macrophage phagocytosis; J774A.1 macrophage IgG-bead phagocytosis, imaging; inhibition, % at 5 µM; actives 0.07% (n = 110,000); AID 1029;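 active means inhibition above the mean of the plate negative controls plus 5 SD, cut at about 13% in these data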;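 further: phagocytic index as fraction of beads internalized from green versus red external bead signal; plate controls were DMSO negative control for no effect and cytochalasin-D positive control for full effect; some results beyond the cut were filed as inactive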
Numbers without * were called inactive; nt = not tested or not shown; & = joins results of further samples.

SMILES	E-sel TNF inh	Yeast lifespan up	GALR2 antag	BB579 growth dn	Measles CPE	MRP-1 activ	NPY-Y2 antag	HCT116 PTEN-null	bCat KO growth	Phagocyt inh
O=C(/C=C/c1ccco1)Nc1ccc(C(=O)N2CCOCC2)cc1	nt	2	1	-3	8	-2.5	-2	96	93	-1
COc1cc(NC(=O)NCc2ccncc2)cc(OC)c1OC	nt	-3	-3	-30	8	-0.5	2	109	102	2
Fc1cnc(N2CCOCC2)nc1N1CCc2ccccc21	-1	-6	-12	-11	32	-2.9	8	82	80	nt
O=c1[nH]c(CN2CCN(c3ccc([N+](=O)[O-])cc3)CC2)nc2ccsc12	1	-6	2	-1	4	-3.2	-1	75	77	4
CCCNC(=O)NC(C(=O)OC)C12CC3CC(CC(C3)C1)C2 (stereo not given)	-2	8	-7	-66	17	0.0	3	98	96	0
CCc1ccc(NC(=S)NC2CC3CCCC(C2)N3Cc2cccs2)cc1 (stereo not given)	-57	-24	4	-42	10	-5.4	5	41	37	-1
Cc1[nH]nc2c1C(c1ccc(F)cc1)C1=C(CC(C)(C)CC1=O)N2 (stereo not given)	33	-17	2	-19	10	-3.7	1	77	87	nt
CCCCNS(=O)(=O)c1ccc(S(=O)(=O)NCc2ccncc2)cc1	-1	nt	27*	-25	6	-1.9	3	70	54	nt
CCOC(=O)CCCNC(=O)COC(=O)c1cc2ccccc2cc1O	16	-8	7	-15	12	-3.0	6	92	96	0
OC(CN1c2ccccc2Sc2ccccc21)Cn1nnc2ccccc21 (stereo not given)	26	-10	2	-51	4	-4.5	-5	2.5*	7	0
CCC(=O)Nc1sc(C(=O)N2CCCCC2)c(C)c1C#N	1	-7	4	-37	34*	0.2	1	102	103	2
O=C(c1cccs1)N1CCC(c2nc(-c3ccc(S(=O)(=O)N4CCOCC4)cc3)no2)CC1	-17	-7	-4	-19	8	-1.8	-2	78	73	-1
O=C(Nc1cc(C(F)(F)F)ccc1N1CCCCC1)c1cccc([N+](=O)[O-])c1	-59	-4	8	-47	2	-1.6	-1	62	66	1
Cc1ccccc1NC(=O)/C(=C/c1ccco1)c1ccccc1	-84	-7	8	15	10	-0.2	2	87	85	-1
COCC(C)n1c(C)cc(C(=O)CSc2ccc(NC(C)=O)cc2)c1C (stereo not given)	-1	-4	-11	-40	8	-2.9	-1	98	101	-1
Cc1cc(C)c(C#N)c(SCC(=O)Nc2ccc(S(=O)(=O)Nc3onc(C)c3C)cc2)n1	19	3	1	-20	6	1.8	2	105	102	0
CC1CN(c2oc(Cc3cccc4ccccc34)nc2C#N)CC(C)O1 (stereo not given)	nt	-13	-9	-4	23	-2.8	7	81	88	-1
CN(C)C(=O)c1cn(-c2ccccc2)nc1-c1cccs1	1	-6	-1	-75	26	-0.1	6	96	98	-1
Cn1c(/N=C/c2ccc3c(c2)OCO3)nc2ccccc21	-9	-14	2	-2	6	-1.2	1	98	104	-1
CCOc1ccc(N=C2NC(=O)S/C2=C\c2ccc(OC)cc2)cc1	7	-7	-6	-25	14	-0.5	2	95	103	-1
O=C(CCCCCCN1C(=O)c2ccccc2C1=O)Nc1nccs1	-8	nt	-3	-48	15	-0.9	7	101	94	nt
CCOc1ccc(NC(=O)CCN2CCN(S(=O)(=O)c3cc(Cl)ccc3OC)CC2)cc1	nt	-10	-6	-42	5	-1.2	-1	108	102	1
CCCC1CC(c2csc(N)n2)CCO1 (stereo not given)	-18	-2	0	-15	6	0.3	-1	88	89	0
O=C(Oc1ccc2ccccc2c1)c1cncc(Br)c1	4	-4	3	-45	6	-0.2	3	105	91	0
O=c1c2ccccc2nc(SCc2cn3ccsc3n2)n1-c1ccc(F)cc1	-6	8	4	-29	25	-1.1	4	78	78	-1
CC1=Nn2c(nc(-c3ccccc3)c2-c2ccccc2)NC(=O)C1Br (stereo not given)	17	-7	-1	-59	13	-1.4	0	85	95	1
O=C(c1cccs1)N1CCCc2ccccc21	-53	-7	-1	-28	27	-2.0	-1	90	107	-2
O=C(N/N=C/c1cccnc1)c1cc(-c2cccs2)nc2ccccc12	3	2	7	-13	2	-2.7	2	43	49	-3
Cc1ccc(NC(=O)CSc2nsc(SCC(=O)Nc3ccc(C)cc3C)c2C#N)c(C)c1	nt	-2	-11	-39	1	-3.4	2	89	96	2
COc1ccccc1/C=C/C=N/n1c(-c2ccc(C)cc2)n[nH]c1=S	nt	-1	-2	6	8	-0.3	5	95	89	-1
O=C(NCCCn1ccnc1)C(F)(F)C(F)(F)C(=O)NCCCn1ccnc1	-23	-1	-2	-10	5	-1.3	0	111	101	2
CCOc1ccc(Cc2n[nH]c(=S)n2N)cc1	nt	1	-2	3	11	-0.6	1	101	95	-6
CCOC(=O)N1CCN(C(=O)c2ccc3nc(N4CCC(C)CC4)sc3c2)CC1	-2	-8	-8	-16	19	-0.3	2	115	107	nt
O=C1c2ccccc2NC(c2ccc3c(c2)OCO3)N1O (stereo not given)	-27	0	4	-51	5	1.1	0	54	41	nt
COc1ccc(COc2cc(-c3cccc(OC)c3)nc3ccc(NC(=O)c4ccccc4)cc23)cc1	-21	-2	-5	-28	14	-4.1	6	19	19	nt
COCCn1c(SCC(=O)Nc2ncc(Cl)c(C)c2Cl)nc2ccccc21	-29	-5	-7	-27	3	-3.0	2	95	94	-2
COc1ccc(-c2nn(-c3ccccc3)cc2/C=N/NC(=O)c2cccc(S(=O)(=O)Nc3ccccc3OC)c2)cc1	nt	-3	-11	-18	9	-0.5	0	68	64	-10
N#Cc1cc(N)ccc1Sc1ccc(Cl)cc1	-4	-29	2	-28	8	-4.8	0	85	84	nt
CC(=O)Nc1nc(-c2ccc(Cl)cc2)ns1	6	-12	4	-2	5	-1.7	2	80	73	1
CCOC(=O)Cc1csc(SCc2nc3sc4c(c3c(=O)[nH]2)CCC4)n1	-1	-13	0	-37	6	0.0	3	101&110	96	0
CC1CCCN(S(=O)(=O)c2ccc(S(=O)(=O)N3CCC4(CC3)OCCO4)cc2)C1 (stereo not given)	nt	2	10	-2	9	-2.5	0	84	91	-5
C=C(C)c1cccc(C(C)(C)NC(=O)NCC2COCCO2)c1 (stereo not given)	-24	-4	7	-41	6	-1.5	3	88	90	nt
COc1ccc(NCc2ccccc2[N+](=O)[O-])cc1OC	-6	-2	-2	-8	11	-2.6	2	90	83	-7
CCOc1ccccc1-c1c2cc(O)c(=O)cc-2oc2cc(O)c(O)cc12	-4	-1	8	7	10	2.2	1	109	99	-1
O=C(NCc1ccccc1)/C(NC(=O)c1ccccc1)=C(/Sc1ccccn1)c1ccccc1	-28	nt	4	-21	15	-4.4	11	69	82	nt
Cc1cc(C)cc(OCC(=O)NN2C(=O)c3ccccc3C2=O)c1	-4	8	-5	-44	2	-0.4	1	104	91	-4
O=C(Nc1ccccc1)c1ccc(NCc2ccco2)c(S(=O)(=O)N2CCOCC2)c1	2	-12	-2	-37	25	-1.7	5	89	74	0
Cc1ccc(S(=O)(=O)c2nc(-c3ccc(F)cc3)oc2SCC(=O)NCC2CCCO2)cc1 (stereo not given)	-19	-5	8	-20	0	-5.4	-2	25	38	nt
CCCC1(CCC)C(=O)NC(=NCCc2ccc(OC)c(OC)c2)NC1=O	10	2	-10	-5	9	0.1	0	101	94	5
O=C(NCCc1csc(-c2cccnc2)n1)c1ccccc1	2	-9	1	24	9	0.2	4	106	100	-1
CC1(C)NC(=O)N(CCCOc2ccc(Br)cc2Cl)C1=O	-1	-31	0	-26	57*	-2.0	3	77	89	1
S=c1[nH]nc(C2CC2)n1Cc1ccco1	12	-13	3	-75	3	-0.8	-2	103	99	-2
CCc1cccc(C)c1NC(=O)CSc1nc2ccccc2n1CC(=O)N(C)C	nt	-18	4	-42	2	-2.4	2	99	99	0
Cc1ccc([N+](=O)[O-])cc1NC(=O)c1ccc(C(C)(C)C)cc1	-66	-9	7	-48	13	-1.3	8	57	64	nt
CCCN(CC(=O)Nc1cc(Cl)cc(Cl)c1)CC(=O)Nc1ccc(F)c(F)c1F	nt	-3	11	-35	13	-4.7	1	6	11	-1
Cc1nc2nc(C)c(CCC(=O)N3CCOCC3)c(C)n2n1	-9	-13	2	-24	8	0.4	3	101	91	1
O=C1C=C(Nc2cccc(Cl)c2)CC(c2ccco2)C1 (stereo not given)	-2	-9	-1	26	13	-2.5	4	77	78	-2
O=C(NC1CC1)C(=O)c1c(-c2ccccc2)[nH]c2ccccc12	28	3	13	-18	14	-1.2	1	90	88	nt
Cc1ccc(SCc2ccc(C(=O)Nc3ccccc3C(=O)NC(C)C)cc2)cc1	nt	5	8	-39	nt	0.1	4	77	79	-3
CC1CCCC(C)N1C(=O)c1cccc2c1-c1ccccc1/C2=N/O (stereo not given)	-21	nt	-6	-40	4	-4.6	16	82	71	nt
Next structures follow.
SMILES	E-sel TNF inh	Yeast lifespan up	GALR2 antag	BB579 growth dn	Measles CPE	MRP-1 activ	NPY-Y2 antag	HCT116 PTEN-null	bCat KO growth	Phagocyt inh
COC(=O)N/N=C/c1cc([N+](=O)[O-])cc(Br)c1O	-7	4	8	19	6	0.7	3	92	87	-4
CC1CCN(C(=O)CNC(=O)c2ccc(Cl)cc2Cl)CC1	-19	-14	-9	-25	6	-0.6	2	87	81	-2
O=C1C(=O)N(c2ccccc2)c2ccccc21	4	0	-4	-21	7	0.2	4	115	98	-2
O=C(CN1CCN(S(=O)(=O)c2ccccc2)CC1)NC(=O)NCc1ccccc1	nt	-9	2	-35	6	-0.9	0	102	95	nt
CCOc1ccccc1NC(=S)Nc1ncccc1C	nt	-7	5	19	10	-5.1	6	27	26	-4
COc1cccc(NC(=O)CSc2nc(C)cs2)c1	-26	-14	-2	-11	12	-0.3	1	102	97	1
Cc1ccc(Nc2nc3c([nH]2)c(=O)[nH]c(=O)n3C)cc1	34	-11	2	-51	17	-0.5	-2	90	87	0
CCOC(=O)C(C)Sc1nnc(CNC(=O)c2ccc(OC)cc2)n1C1CCCCC1 (stereo not given)	nt	-5	-1	-38	2	-0.7	7	101	101	nt
CCC(=O)NCCCCCCNC(=O)CC	-4	-3	-2	-5	12	-0.3	2	103	93	nt
O=C(Nc1cc(C(F)(F)F)ccc1Cl)C(Sc1nnc(-c2cccs2)o1)c1ccccc1 (stereo not given)	nt	0	8	-28	14	-3.7	2	87	81	-14
O=C(CSC1=NCCS1)Nc1ccnc2ccccc12	-10	-11	35*	-1	15	-1.9	9	58	60	-1
Cc1c(C(=O)NCc2ccc3c(c2)OCO3)cccc1[N+](=O)[O-]	5	2	8	-27	12	-2.5	2	97	96	-4
O=C(NCCn1ccc2ccccc21)c1ccc(S(=O)(=O)N2CCCCC2)cc1	-6	-9	-4	18	2	-3.7	3	79	62	1
O=C(O)c1ccc2c(c1)C(=O)N(N1C(=O)c3ccccc3C1=O)C2=O	-7	2	3	-17	20	-0.6	0	102	92	-6
